Screening data (PubChem)
14-3-3g Raf: alters human 14-3-3 gamma binding to Raf peptide; FP, 14-3-3gamma / TMR-pS259-Raf peptide binding; 160,000 compounds, 0.19% hits; P61981; inhibition, % at 40 µM; in the data active = inhibition above about 30%;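 also: 0% = protein plus tracer without compound and 100% = blank with tracer alone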
Target sequence (P61981 whole entry, looked up): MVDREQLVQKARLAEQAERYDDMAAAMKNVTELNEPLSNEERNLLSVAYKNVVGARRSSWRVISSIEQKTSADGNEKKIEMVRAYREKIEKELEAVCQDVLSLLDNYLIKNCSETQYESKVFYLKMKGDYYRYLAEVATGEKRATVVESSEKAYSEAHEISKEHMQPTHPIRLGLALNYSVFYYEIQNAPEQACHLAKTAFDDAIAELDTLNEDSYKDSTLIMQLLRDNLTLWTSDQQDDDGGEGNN
An asterisk follows results filed as active; & = joins results of further samples. These rows are one share of the data; count on the stated rates, not on these rows.

SMILES	14-3-3g Raf
COCCNC(=O)CN(C(=O)CCC(=O)Nc1cc(C)on1)c1ccccc1C	-4
CCN(CC)S(=O)(=O)c1ccc(C(=O)NCc2nnc(SCC(=O)OC)n2C)cc1	-1
O=C(NCC(=O)N(Cc1cccs1)C(C(=O)NC1CCCC1)c1ccco1)c1cccs1 (stereo unspecified)	6
CCc1ccccc1NC(=O)c1cc(S(=O)(=O)N(CC)c2ccccc2)ccc1F	0
Cc1ccc2[nH]c(=O)c(CN(Cc3ccco3)S(=O)(=O)c3c(C)ccc4nsnc34)cc2c1	-4
CCOc1ccc(C(=O)Nc2ccc(-n3nncc3C34CC5CC(CC(C5)C3)C4)cc2)cc1	-2
COc1cc(C2C(C(=O)OCC(C)C)=C(C)NC3=C2C(=O)CC(c2ccccc2)C3)ccc1OC(C)=O (stereo unspecified)	-2
COC(=O)c1ccc2c(c1)C(=O)N(c1cccc(C(C)=O)c1)C2=O	-2
COc1cccc(-c2nc(-c3ccc([N+](=O)[O-])cc3)no2)c1	-24
O=C(Nc1cc(Cl)ccc1O)c1cc(-c2cccs2)on1	-187
COc1ccc(N2CCN(CCNS(=O)(=O)c3cccc4nsnc34)CC2)cc1	-14&2
CCOc1ccc(NC2=NC(C)(C)N=C(N)N2)cc1	-3&-1
CCC(=O)c1cc2c(cc1NC(=O)C(C)C)OCCO2	-4
COc1ccc(C(CNC(=O)c2cccnc2SC)N2CCOCC2)cc1 (stereo unspecified)	-8
CCn1c(C(O)c2ccc3c(c2)OCO3)nc2ccccc21 (stereo unspecified)	-1
CC(=O)c1cccc(NC(=O)Cc2cccs2)c1	-41
CC(=O)Nc1ccc(S(=O)(=O)NC(=O)C23CC4CC(CC(C4)C2)C3)cc1	0
O=C(Nc1ccc(S(=O)(=O)Nc2ncccn2)cc1)N1c2ccccc2Sc2ccccc21	9
Cc1cc(OCC(=O)Nc2ccc(CC#N)cc2)ccc1Cl	-2
Cc1cc(C)cc(-n2c(=O)c3sccc3n(Cc3ccc([N+](=O)[O-])cc3)c2=O)c1	-7
CCS(=O)(=O)N1Cc2ccccc2CC1C(=O)OCC(=O)Nc1ccc(C)cc1 (stereo unspecified)	-4
COc1ccc(-n2nc3c(c2NC(=O)C(C)C)CS(=O)(=O)C3)cc1	-6
COc1ccc(Cl)cc1C(=O)NCCSc1c(C)[nH]c2ccccc12	-5
COc1ccc(Br)cc1CNC(=O)c1cc(=O)[nH]c2ccccc12	-11
Cc1ccc(-c2nc3cc(Cl)ccc3o2)cc1N=Cc1ccccc1O	-187
COc1ccc(NC(=O)c2cnn3c(C(F)(F)F)cc(-c4ccc(OC)c(OC)c4)nc23)cc1Cl	-11
CC(C)(C)C(=O)CSc1nc2ccccc2c(=O)n1CCN1CCOCC1	-3
CC(C(=O)c1ccccc1)n1c(N2CCOCC2)nc2c1c(=O)n(C)c(=O)n2C (stereo unspecified)	-3
CC1=C(C(N)=O)C(c2ccc3c(c2)OCO3)n2nc(-c3cccc(C)c3)nc2N1 (stereo unspecified)	-8
CCOC(=O)CSc1nnc([C@H](Cc2ccccc2)NC(=O)OC(C)(C)C)o1	-1
Cc1csc(NC(=O)c2cc3c(s2)-c2ccccc2OC3)n1	-5
COc1ccc(-n2c(=O)c3ccccc3n(CC(=O)c3ccccc3)c2=O)cc1OC	2
Cc1ccc(C(=O)Nc2ccc(S(=O)(=O)Nc3onc(C)c3C)cc2)o1	3
O=C(Cc1ccc(Cl)cc1)Nc1cccc(NC(=O)c2ccco2)c1	-8
Cc1c(C(=O)N(C)CCC#N)oc2ccc(S(=O)(=O)N3CCCCCC3)cc12	4
COc1cc(OC)cc(C(C)=O)c1	-7&18
COCc1cc(C)[nH]c(=S)c1C#N	-2
CCCn1c(=NC(=O)c2ccc(OCC)cc2)c(C(=O)OCC)cc2c(=O)n3ccccc3nc21	-24
Cc1ccc(C2=NN(C(=O)CCCC(=O)O)C(Cc3cc4cc(C)ccc4nc3Cl)C2)cc1 (stereo unspecified)	-13
COc1cc(Cl)cc(NC(=O)CCN2CCN(C)CC2)c1	-3
Cc1c2cnn(-c3ccccc3)c(=O)c2c(C)n1CCCC(=O)N1CCN(C)CC1	-1
Cc1ccc(NC(=O)C2C3C=CC4(O3)C2C(=O)N(CCc2ccc(Cl)cc2)C4C(=O)NC2CCCC(C)C2C)cc1C (stereo unspecified)	-18
O=C(Nc1ccc(Br)cc1)c1cc2n(n1)C(C(F)(F)F)CC(c1cccs1)N2 (stereo unspecified)	3
CN1CCN(S(=O)(=O)c2ccc3c4c(cccc24)C(=O)N3)CC1	2
Cc1cc2nc(-c3cc(NC(=O)c4ccc(-c5ccc([N+](=O)[O-])cc5)o4)ccc3O)oc2cc1C	-19
CCC1Oc2ccc(C)cc2N(CC(=O)NCCc2ccc(OC)c(OC)c2)C1=O (stereo unspecified)	-1
CN(C1CCCCC1)S(=O)(=O)c1cc(C(=O)Nc2ccc(Br)cc2)ccc1F	-5
CCN(CC)CCn1c(=S)[nH]c2cc3c(cc2c1=O)OCO3	-3&-4
CC(NC(=O)C1CC1(C)C)c1ccccc1 (stereo unspecified)	0
COc1ccc(-c2[nH]c3ccccc3c2SCCNC(=O)C(C)(C)C)cc1	3

Carrying on.
SMILES	14-3-3g Raf
CCOC(=O)CS(=O)(=O)c1ccc(C(=O)N(C)Cc2ccccc2)cc1[N+](=O)[O-]	-7
CC(C)COC(=O)COc1ccc2c(=O)c(Oc3ccccc3Cl)coc2c1	-23
O=C(Cn1ccc2ccccc2c1=O)NCCC(=O)N1CCN(c2cccc(Cl)c2)CC1	-6
Cc1ccc(NC(=O)c2cc3ccccc3o2)c(Br)c1	-3
O=c1oc2cc(O)ccc2cc1-c1nnc(Nc2ccccc2F)s1	-48
COc1ccc(CCN2C(=O)C3C4CC(=O)C(c5ccccc54)C3C2=O)cc1OC (stereo unspecified)	1
N#CCC(=O)NCc1cccc(Cl)c1	-1
CCC(Sc1nc2ccccc2c(=O)n1CC1CCCO1)C(=O)N(CC)CC (stereo unspecified)	-11
CC1=CC(C)(C)N(C(=O)CSc2nnc(C)s2)c2cc(C)c(C)cc21	9
Cc1c(NC(=O)CCCCCN2C(=O)C3C4C=CC(C4)C3C2=O)c(=O)n(-c2ccccc2)n1C (stereo unspecified)	-4
Cc1ccc(-c2nc3ncccc3o2)cc1NC(=O)C1CCCCC1	-6
CCOC(=O)c1nc(N)c(=O)n(-c2ccc(C(=O)O)cc2)n1	-1
CCCOC(=O)c1ccc(NC(=O)c2ccc(Cl)cc2[N+](=O)[O-])cc1	-2
Fc1ccc(-c2ccc(-c3noc(-c4ccccc4Cl)n3)cc2)cc1	3
Fc1ccc(Cn2nnc(-c3ccc(CN4CCOCC4)cc3)n2)cc1	-5
CC(C)NC(=O)Cn1cnc2c1c(=O)n(C)c(=O)n2C	-6
CCOC(=O)c1ccc(NC(=O)C2CCN(C(=O)c3ccc(OC)cc3)CC2)cc1	10
COc1ccc(S(=O)(=O)N(C)CC(=O)NCc2cccnc2)cc1	3
COc1ccc(S(=O)(=O)N(CC(=O)NCc2ccncc2)c2ccc(C)cc2)cc1Br	2
O=C(Nc1cccc2nsnc12)c1ccc(F)cc1	0
CN(Cc1nc2ccccc2c(=O)[nH]1)CC(O)COCc1ccco1 (stereo unspecified)	-7
COc1ccccc1Oc1ccc(S(=O)(=O)NCc2ccco2)cc1	-8
NC(=O)C1C(c2ccccc2)=C1c1ccccc1	-6
COc1ccc(N(C(=O)COc2ccccc2C)S(=O)(=O)c2ccc(Cl)cc2)cc1	-10
CCCCCN(C(=O)NC(=O)Nc1ccccc1OC)S(C)(=O)=O	0
COc1ccc(OCCNC(=O)c2sc3ccccc3c2Cl)cc1	-1
O=c1c2ccccc2c(/C=N/n2cnnc2)c(O)n1-c1ccccc1	-3
CC1CN(CC(O)COc2ccc(C(=O)c3ccccc3)cc2)CC(C)O1 (stereo unspecified)	-7
CCN(CC)S(=O)(=O)c1cc(C(=O)NC2CCCCC2)ccc1C	0&-23
O=C1C=C(c2ccc(Cl)cc2)C(=O)N1C1CCCCC1	-1
Cc1ccc2nc(-c3ccc(NC(=O)CC(C)C)cc3)sc2c1	-26
CCC(=O)c1cccc2c1N=CC1=C(CC(C)(C)CC1=O)N2	-1
COc1ccc2oc(=O)c(C(=O)Nc3ccccc3Oc3ccccc3)cc2c1	-1
COc1ccccc1CNC(=O)COC(=O)C1=COCCO1	-5
CCOC(=O)C1CCN(C(C)C(=O)N2CCCc3c2c(=O)oc2ccc(O)cc32)CC1 (stereo unspecified)	-4
O=C(C1CCCCC1)N(Cc1nc2sc3c(c2c(=O)[nH]1)CCCC3)Cc1cccs1	-6
COc1ccc(C2C(C(=O)Nc3ccc4c(c3)OCCO4)c3cc(OC)c(OC)cc3C(=O)N2C)cc1 (stereo unspecified)	-3
Cc1ccc(Cl)cc1N1CCN(Cc2nnnn2C2CCCCC2)CC1	-4
CCOc1cc(C2C(C(=O)OC)=CN(C3CC3)C=C2C(=O)OC)ccc1O	4
CC1=C(C(=O)Nc2ccc(C)cc2C)C(c2ccc(Cl)cc2)n2ncnc2N1 (stereo unspecified)	-5
O=c1[nH]cnc2nn(-c3ccccc3)nc12	-7&6
O=C(Nc1cc(C(=O)Nc2ccc(S(=O)(=O)O)cc2S(=O)(=O)O)cc(C(=O)Nc2ccc(S(=O)(=O)O)cc2S(=O)(=O)O)c1)Nc1cc(C(=O)Nc2ccc(S(=O)(=O)O)cc2S(=O)(=O)O)cc(C(=O)Nc2ccc(S(=O)(=O)O)cc2S(=O)(=O)O)c1	32*
CCCn1c(C(O)c2ccc(OCC)cc2)nc2ccccc21 (stereo unspecified)	-3&4
CC(C)(C)c1ccc(C(=O)Nc2ccc(S(=O)(=O)N3CCCCCC3)cc2)cc1	-3
COc1ccccc1NC(=O)Cc1c(C(=O)O)[nH]c2ccccc12	0
Cc1ccc(-c2csc(NC(=O)CCN3C(=O)c4ccccc4C3=O)n2)cc1	-70
Cc1nc2cc(-c3ccc(C(C)(C)C)cc3)[nH]n2c(=O)c1Cc1ccccc1	-30
CC1=C(C(=O)Nc2ccccc2)C(c2ccc3c(c2)OCO3)n2ncnc2N1 (stereo unspecified)	6
CCN(c1cccc(C)c1)S(=O)(=O)c1ccc2sc3c(=O)[nH]cnc3c2c1	-25
C=CCn1c(NC(=O)c2ccc(Br)o2)c(C(=O)OCC)sc1=S	-10

Random excerpt: two compounds from above, in no set order.
SMILES	14-3-3g Raf
CC(C(=O)c1ccccc1)n1c(N2CCOCC2)nc2c1c(=O)n(C)c(=O)n2C (stereo unspecified)	-3
Cc1c(C(=O)N(C)CCC#N)oc2ccc(S(=O)(=O)N3CCCCCC3)cc12	4

(further entries)
SMILES	14-3-3g Raf
O=C(OCC(=O)N1CCCC1)c1cccs1	8
CC(=O)n1cc(Nc2ccc([N+](=O)[O-])cc2)c2ccccc21	7
CCN(CC(=O)N1CCCc2c1c(=O)oc1ccc(O)cc21)c1ccccc1	-9
C/C(=N\n1nnnc1Nc1ccccc1)c1ccc(N)cc1	-9
O=C1c2ccccc2C(=O)c2c1cc1ccccc1c2Oc1ccccc1	-82
Cc1ccc(C(=O)Nc2ccc(I)cc2)cc1S(=O)(=O)N1CCOCC1	-4
O=C(OCc1nc2ccccc2s1)c1cnccn1	-14
CC1=C(C(=O)Nc2ccccc2F)C(c2ccc3c(c2)OCO3)C2=C(CCCC2=O)N1 (stereo unspecified)	3
COc1cccc(CNc2sc3c(c2C(=O)Nc2cc(OC)ccc2OC)CCCC3)c1	-41
O=C(NCC1CCCO1)C(Sc1ccccc1)c1ccccc1 (stereo unspecified)	3
Cc1cccc(OCC(=O)OCC(=O)c2c(N)n(C)c(=O)n(C)c2=O)c1	-1
CC1=C(C(=O)OCC(C)C)C(c2ccccc2Cl)NC(=O)N1 (stereo unspecified)	-2
Cc1sc2nc3c(C(=O)N4CCN(C(=O)c5ccco5)CC4)cccn3c(=O)c2c1C	-11
COc1ccc(OC)c(Nc2nc(-c3sc(C)nc3C)cs2)c1	-1&4
CC[N+](CC)(CC)CCOc1cccc(OCC[N+](CC)(CC)CC)c1OCC[N+](CC)(CC)CC	-12
CC(C)OC(=O)c1nn2c(C(F)(F)F)cc(-c3ccc(Br)o3)nc2c1Br	-1&-17
O=C(Nc1cccc([N+](=O)[O-])c1)c1ccc(C(=O)Nc2cccc([N+](=O)[O-])c2)nc1	-1
CCc1ccccc1NC(=O)CN(C)Cc1nc(N)nc(Nc2ccccc2C)n1	-7
CC(C)COc1ccc(C(=S)N2CCCCC2)cc1	0
Cc1cccc(NC(=O)c2sc3ncn(C)c(=O)c3c2C)c1	2
Cc1ccc(NC(=O)c2ccccc2N)c(C(=O)c2ccccc2)c1	0
COc1cccc(-c2nc(CS(=O)CC(=O)NCc3ccccc3)c(C)o2)c1 (stereo unspecified)	0
CCOC(=O)c1cnc(-n2nc(C)cc2C)nc1NCc1ccccc1	-4
O=[N+]([O-])c1ccc(-c2nc(Nc3ccc(Br)cc3)c3ccccc3n2)cc1	6
O=C(Nc1ccc(Cl)cn1)c1cc2ccccc2o1	-3
O=C(O)C1CCCN1S(=O)(=O)c1cc(Cl)ccc1Cl (stereo unspecified)	1
CCOC(=O)c1c(N)sc2c1CCC(C(C)(C)C)C2 (stereo unspecified)	-13

Part of the list above in order of molecular weight, ascending.
SMILES	14-3-3g Raf
O=C(OCc1nc2ccccc2s1)c1cnccn1	-14
Cc1ccc2nc(-c3ccc(NC(=O)CC(C)C)cc3)sc2c1	-26
Fc1ccc(Cn2nnc(-c3ccc(CN4CCOCC4)cc3)n2)cc1	-5
COc1cc(C2C(C(=O)OCC(C)C)=C(C)NC3=C2C(=O)CC(c2ccccc2)C3)ccc1OC(C)=O (stereo unspecified)	-2
O=C(Nc1cc(C(=O)Nc2ccc(S(=O)(=O)O)cc2S(=O)(=O)O)cc(C(=O)Nc2ccc(S(=O)(=O)O)cc2S(=O)(=O)O)c1)Nc1cc(C(=O)Nc2ccc(S(=O)(=O)O)cc2S(=O)(=O)O)cc(C(=O)Nc2ccc(S(=O)(=O)O)cc2S(=O)(=O)O)c1	32*
